# High-throughput results as filed in PubChem.
# ERp5 inh: inhibitors of ERp5-driven insulin aggregation, primary screen, biochemical, turbidity, absorbance 650 nm, single point; Protein disulfide-isomerase A6 (Homo sapiens), Q15084; 90 min; inhibition, % at 9.99 µM; 350,000 compounds, 0.05% hits; AID 651711, 2012;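 active = mean replicate inhibition above about 25%, with every replicate also reaching it, limit read from the data, passing the limit was not always enough; inconclusive = only one of those two criteria met; inactive = neither criterion met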
# Target sequence (Q15084 whole entry, looked up): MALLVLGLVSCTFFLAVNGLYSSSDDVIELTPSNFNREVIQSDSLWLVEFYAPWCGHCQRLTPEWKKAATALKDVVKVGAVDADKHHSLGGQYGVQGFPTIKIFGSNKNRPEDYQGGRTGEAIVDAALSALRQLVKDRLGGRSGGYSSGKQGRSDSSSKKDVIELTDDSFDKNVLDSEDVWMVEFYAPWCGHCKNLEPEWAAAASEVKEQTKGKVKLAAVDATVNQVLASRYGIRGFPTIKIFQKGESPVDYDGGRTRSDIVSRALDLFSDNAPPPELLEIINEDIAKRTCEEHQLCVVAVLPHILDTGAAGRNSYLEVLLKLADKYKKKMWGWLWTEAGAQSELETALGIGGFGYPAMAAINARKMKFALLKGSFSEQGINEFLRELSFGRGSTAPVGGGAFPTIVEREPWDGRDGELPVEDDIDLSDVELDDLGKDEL
# ARNT-TACC3 inh: disruptors of ARNT/TACC3 protein interaction, primary screen, biochemical, AlphaScreen, single concentration. AlphaScreen His-ARNT PAS-B/GST-TACC3 binding, luminescence; TACC3 fragment carries E629A point mutation. Transforming acidic coiled-coil-containing protein 3 (Homo sapiens), Q9Y6A5. 390,000 compounds, 0.66% hits. inhibition, % at 9.99 µM;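 active = mean inhibition of replicates at least 50% and at least half of replicates each reaching 50%; inconclusive = half or more replicates reach 50% but mean below 50%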;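 note: 0% = complete ARNT plus TACC3 wells and 100% = ARNT alone without TACC3; many hits fall short of the cut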
# SIRT5 block: SIRT5 desuccinylase inhibitors, primary screen, biochemical, fluorescence imaging, single point, set 5; NAD-dependent protein deacylase sirtuin-5, mitochondrial (Homo sapiens), Q9NXA8; Purified SirT5, succinyl-peptide AMC, trypsin-coupled fluorescence; inhibition, % at 15 µM; 330,000 compounds, 1.1% hits; in the data active = inhibition above about 15%; inconclusive = no clear call, values can overlap the other calls
# Target sequence (Q9NXA8 whole entry, looked up): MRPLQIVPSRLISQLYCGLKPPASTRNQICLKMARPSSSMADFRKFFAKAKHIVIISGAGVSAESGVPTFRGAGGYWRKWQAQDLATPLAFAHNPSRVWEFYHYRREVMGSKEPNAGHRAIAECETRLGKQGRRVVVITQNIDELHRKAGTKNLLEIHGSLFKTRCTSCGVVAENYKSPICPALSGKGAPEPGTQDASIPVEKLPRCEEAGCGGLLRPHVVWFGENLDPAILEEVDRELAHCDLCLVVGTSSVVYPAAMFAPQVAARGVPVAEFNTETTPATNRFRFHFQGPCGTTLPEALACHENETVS
# Cneo AK release: Cryptococcus neoformans cell lysis inducers, primary screen, AK release luminescence, single concentration; AID 651654, 2012; C. neoformans lysis, adenylate kinase release luminescence, 4 h; normalised: neutral wells 0, clomiphene wells 100; lysis activity, % at 15 µM; 360,000 compounds, 0.2% hits;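 active = mean lysis activity across replicates of at least 80%, whatever share of replicates individually reach that level; inactive = mean lysis activity below 80%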
#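 Schedule: static 4 h at 37 °C with compound, 1 h detection; system: C. neoformans cells; benchmarks: Clomiphene as positive control; buffer or medium: fresh YPD medium; measure: luminescence rise reflecting yeast cell lysis; measured by: luminescent adenylate kinase detection reagent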
# esBAF inh: Bmi1 luciferase reporter increase in mESCs, primary screen, esBAF inhibitor project, mouse ES cells, Bmi1 luciferase knock-in, single point | 24 h; 100% = twice the neutral-well signal | reporter increase, % at 12.5 µM | 350,000 compounds, 2% hits; in the data active = activation above about 40%; inconclusive = no clear call, values can overlap the other calls;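 note: 0% = median of the plate's neutral control wells and 100% = double that signal; a rise in the Bmi1 reporter signal indicates esBAF inhibition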
# C2C12 statin: suppressors of statin myotoxicity in C2C12 myotubes, primary screen, cell-based, single point, plate reader; C2C12 myotubes + simvastatin, ATP luminescence, 48 h; scaled: DMSO 0, geranylgeraniol control 100; rescue of ATP level, % at 7.49 µM; 330,000 compounds, 0.78% hits;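 active = mean ATP rescue above about 67%, or every replicate alone reaching that limit, limit read from the data, passing the limit was not always enough; inconclusive = no clear call, values can overlap the other calls; inactive = mean under the limit and some replicate under it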;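 note: myotubes were challenged with 10 µM simvastatin during compound exposure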
# miR122 inh: miR-122 Renilla sensor signal increase in Huh7, primary screen, miR-122 inhibitor project, cell-based, single point, plate reader | Huh7 miR-122 Renilla luciferase sensor, 48 h; neutral wells = 0, positive control = 100 | activation (reporter increase), % at 12.5 µM | 340,000 compounds, 0.3% hits | AID 602342, 2012;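 active = mean replicate activation score at least 90 and every replicate individually at or above 90; inconclusive = only one of the two criteria met; inactive = neither criterion met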;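 note: higher luciferase means less miR-122 activity so hits act as miR-122 inhibitors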
# * hit, by the source's call; ? = inconclusive; / = not tested or not shown; [ ] = remark or other dose. Compounds were not picked by outcome; any-hit rate near 4%.
structure,miR122 inh,ARNT-TACC3 inh,C2C12 statin,esBAF inh,ERp5 inh,SIRT5 block,Cneo AK release
Cc1ccc(-n2ncc3c(=O)[nH]c(SCC(=O)N4CCCCC4)nc32)cc1,-2,-6,-3,-1,2,-2,-4
C=CCN(C(=O)CN1CCCCC1)c1nc(-c2ccccc2)cs1,6,0,-24,30,-2,0,0
O=C(OCC(=O)N1CCOCC1)c1cc(S(=O)(=O)N2CCOCC2)c(Cl)cc1Cl,/,-2,-4,5,-1,-1,1
C=C(Br)CN1CCN(CC(=C)Br)CC1,/,-4,1,2,/,/,0
CCC(=O)Nc1ccc2c(c1)OC[C@H](C)N(Cc1cccc(F)c1)C[C@H](C)[C@H](OC)CN(C)C2=O,9[16.7 µM],18,6,2,6,-2,1
O=C(Cn1c(O)c(/C=C2\C=Nc3ccccc32)sc1=O)N1CCOCC1,/,-6,/,/,-3,-2,/
CCOC(=O)c1c(C)c(C(=O)O)n(C)c1C,/,-8,6,-1,/,/,0
COC(=O)C1C(=O)NCC1c1ccc(C)cc1 (configuration not stated),-3,-13,-2,-2,1,-3,1
CN1C(=O)c2cc(NS(=O)(=O)c3ccc(Cl)cc3)ccc2OC[C@@H]2O[C@@H](CC(=O)O)CC[C@@H]21,-16[16.7 µM],-8,-28,-7,-5,1,-1
Cc1ccc(NC(NC(=O)Cc2ccccc2)C(Cl)(Cl)Cl)cc1 (configuration not stated),7,0,/,/,/,/,7
CCOC(=O)c1c(C)[nH]c(C)c1S(=O)(=O)N(C)CC(=O)Nc1ccccc1OC,10,0,6,-5,1,-2,-1
C=CCN1C(=O)CSC1=Nc1ccc(NC(C)=O)cc1,-12,-7,3,-5,3,-2,-1
CC(C)CC#Cc1ccc([C@H]2[C@H]3CN(S(=O)(=O)c4ccc(F)cc4)CCCCN3[C@H]2CO)cc1,0[16.7 µM],-6,-3,7,-4,-1,0
O=S(=O)(NCCN1CCOCC1)c1ccc(F)c(Cl)c1,/,-4,16,4,0,-5,0
Cc1ccc(NC(=O)C2CCN(S(=O)(=O)c3cccnc3)CC2)cc1C,7,-29,-10,-1,0,-3,2
CCOC(=O)c1ccc(CSc2ncn[nH]2)o1,22,3,-22,-3,/,/,5
CC1CCN(C(=O)C(C)OC(=O)CSc2ccc([N+](=O)[O-])cc2)CC1 (configuration not stated),/,/,3,-7,0,-2,/
Cc1cccc(NC(=O)C2CC2c2ccccc2)c1C (configuration not stated),-4,-5,24,5,-3,1,0
O=C(Nc1ccccc1NS(=O)(=O)c1ccc(F)cc1)C1CCCC1,2,-4,6,-4,1,2,3
C[C@H](CO)N1C[C@H](C)[C@H](CN(C)Cc2ccc(C(=O)Nc3ccccc3N)cc2)Oc2ccc(NS(=O)(=O)c3cn(C)cn3)cc2C1=O,-5[16.7 µM],11,51,-2,0,/,1
CC(C)CNC(=O)COC(=O)c1cc(Cl)cc(Cl)c1N,3,0,-2,1,-9,-4,0
CO[C@H]1CN(C)C(=O)c2cc(NS(C)(=O)=O)ccc2OC[C@H](C)N(C(=O)C2CCCC2)C[C@@H]1C,4[16.7 µM],-3,-1,1,-2,-4,-1
Cc1noc(C)c1NC(=O)Nc1ccc2c(c1)C(=O)N([C@H](C)CO)C[C@H](C)[C@@H](CN(C)C(=O)NC(C)C)OCCCC[C@H](C)O2,8[16.7 µM],11,/,0,-3,-1,5
COc1ccc(S(=O)(=O)N(CC(=O)N/N=C/c2ccccc2C(=O)O)c2ccccc2OC)cc1,8,0,-65,7,8,-3,5
CN(C)C(=O)c1cc2c(c(-c3cccc(-c4ccc(F)cc4)c3)n1)[C@@H](CCO)N([S@](=O)C(C)(C)C)C2,/,3,-1,-4,-2,-2,2
N#C[C@H]1[C@H](c2ccccc2)[C@H](CO)N1C(=O)c1cccnc1,/,-12,5,0,6,-2,2
COc1ccc(C(C)=O)cc1COC(=O)c1cccnc1SC,/,-3,/,/,-2,-2,/
CC(=O)c1cccc(NC(=O)CCc2nnc3ccc(NCc4ccc5c(c4)OCO5)nn23)c1,/,-6,/,/,-3,0,/
Cn1c(SCC(=O)NCC2CCCO2)nnc1-c1ccc(Cl)cc1 (configuration not stated),9,7,-2,-8,14,19*,-1
COc1ccc(NC(=O)N(C)C[C@@H]2Oc3ccc(NS(=O)(=O)c4ccc(C)cc4)cc3CC(=O)N([C@H](C)CO)C[C@@H]2C)cc1,11[16.7 µM],/,17,-3,/,/,/
O=C(OCC1OC(n2cnc3c(N(C(=O)c4ccccc4)C(=O)c4ccccc4)ncnc32)C(O)C1F)c1ccccc1 (configuration not stated),-11,6,39,-7,5,0,2
O=C(COC(=O)c1cccc(S(=O)(=O)NCc2ccccc2)c1)Nc1ccccc1OC(F)F,-1,-3,-7,-3,/,/,-2
COc1ccc(NC(=O)N2CCCC(C(=O)NCc3ccccc3F)C2)cc1 (configuration not stated),0,/,5,-2,0,-1,4
O=C(C[C@H]1C[C@@H]2c3cc(NC(=O)Nc4ccccc4)ccc3O[C@@H]2[C@H](CO)O1)NCCN1CCCCC1,-6[16.7 µM],4,0,-1,2,1,14
COC(=O)C(CC(C)C)NC(=O)C(N)Cc1ccccc1 (configuration not stated),-3,0,1,-7,/,/,3
Cc1n[nH]c(C)c1S(=O)(=O)N1CCc2ccccc21,8,/,11,-5,/,/,0
C[C@H](CO)N1C[C@H](C)[C@H](CN(C)C(=O)NC2CCCCC2)Oc2ccc(NC(=O)Cc3cn(C)c4ccccc34)cc2CC1=O,3[16.7 µM],-9,24,1,-4,-2,0
Cc1cccc(/C(N)=N/OC(=O)Cc2cccs2)c1,2,-1,12,48*,/,/,6
CN1C(=O)c2cc(NC(=O)c3cccc(Cl)c3)ccc2OC[C@@H]2O[C@H](CC(=O)NC3CCCCC3)CC[C@H]21,8[16.7 µM],-1,-6,1,/,/,40
O=C(NCC[C@@H]1CC[C@H](NS(=O)(=O)c2ccc(F)cc2)[C@@H](CO)O1)Nc1ccc(F)cc1,/,1,3,21,0,2,-2
C[C@@H]1CN([C@H](C)CO)C(=O)c2cccc(NC(=O)Nc3cccc4ccccc34)c2O[C@@H]1CN(C)C(=O)Nc1ccc(F)cc1,-11[16.7 µM],0,99*,8,-2,1,-1
Cc1ccc(C(=O)OC(C)C(=O)NCc2ccc3c(c2)OCO3)cc1S(=O)(=O)N1CCOCC1 (configuration not stated),-2,3,25,-6,4,2,0
O=C(CSc1ccc2nnc(CCNC(=O)c3ccc(F)cc3)n2n1)NCc1ccco1,7,8,/,/,-2,-1,1
NC(=O)c1ccc(-c2nnn(CC(=O)Nc3cccc(S(=O)(=O)N4CCCC4)c3)n2)cc1,6,-8,-10,3,4,-4,-1
O=C1CCN(S(=O)(=O)c2ccccc2)CCN1CCOCc1ccc(F)cc1,-2,1,-1,-1,1,-1,7
COc1ccc(CCNC(=O)CSc2nnc(CNC(=O)c3c(F)cccc3Cl)o2)cc1OC,-4,-1,-2,-5,3,-3,1
CC1CCc2nn(CC(=O)Nc3ccc(F)cc3F)cc2C1 (configuration not stated),-1,1,6,5,7,/,-1
COc1ccc(CNc2nc(NCc3ccc(OC)cc3)c3[nH]cnc3n2)cc1,-1,31,-28,0,2,/,8
O=C(NN1CC(C(=O)OCc2ccc(Cl)cc2Cl)CC1=O)c1ccccc1 (configuration not stated),/,-10,-4,-3,-17,-1,16
COc1cccc(NC(=O)Nc2cccc(C)n2)c1,14,-2,24,?,-1,-2,-2
COc1cccc(OCCOc2ccccc2OC(C)C)c1,4,-22,-7,7,/,/,1
CC(C)CN1C(=O)/C(=C(/C#N)C(=O)NC2CCCCC2)c2ccccc21,/,-4,/,/,3,0,/
Cc1ccccc1-n1ncc2c1CC(C)(C)CC2NC(=O)CN1CCCC1=O (configuration not stated),/,1,/,/,3,1,4
CCc1csc(N2[C@@H](C#N)[C@@H](c3ccc(C4=CCCC4)cc3)[C@@H]2CO)n1,/,-22,-54,1,17,2,-1
Cc1ccc(S(=O)(=O)N(C)C[C@H]2OCCCC[C@@H](C)Oc3ccc(NS(=O)(=O)c4cccs4)cc3C(=O)N([C@H](C)CO)C[C@H]2C)cc1,-12[16.7 µM],16,/,-3,0,10,-2
O=C(COC(=O)c1cccc(Cl)c1)NC(=O)NCc1ccccc1,-5,-1,1,1,-6,0,-1
Cc1ccccc1N1CC(C(=O)N2CCCCCC2)CC1=O (configuration not stated),/,-1,4,6,-1,-2,-1
Cc1ccc(NC(=O)C2CC(=O)NC(N3CCc4ccccc43)=N2)cc1 (configuration not stated),-9,3,2,0,/,/,-6
COc1cc(OC)cc(-c2nnc(N(C)C(=O)c3ccncc3)s2)c1,/,-4,/,/,-4,1,/
Cc1cccc(C(=O)Nc2nnc(S(=O)(=O)N3CCC(C)CC3)s2)c1,2,-9,0,3,3,-3,1

# Among those listed so far, these contain a thiophene ring, fused or not:
structure,miR122 inh,ARNT-TACC3 inh,C2C12 statin,esBAF inh,ERp5 inh,SIRT5 block,Cneo AK release
Cc1cccc(/C(N)=N/OC(=O)Cc2cccs2)c1,2,-1,12,48*,/,/,6
Cc1ccc(S(=O)(=O)N(C)C[C@H]2OCCCC[C@@H](C)Oc3ccc(NS(=O)(=O)c4cccs4)cc3C(=O)N([C@H](C)CO)C[C@H]2C)cc1,-12[16.7 µM],16,/,-3,0,10,-2

# With a hit mark in esBAF inh, of those listed so far:
canonical_smiles	miR122 inh	ARNT-TACC3 inh	esBAF inh	ERp5 inh	SIRT5 block
Cc1cccc(/C(N)=N/OC(=O)Cc2cccs2)c1	2	-1	48*	/	/

# (continued)
structure,miR122 inh,ARNT-TACC3 inh,C2C12 statin,esBAF inh,ERp5 inh,SIRT5 block,Cneo AK release
CC(C)c1onc(C(=O)NC2CCCCC2)c1[N+](=O)[O-],/,-2,/,/,3,2,/
CC(C)(C)CC(=O)Nc1nn[nH]n1,/,5,/,/,0,-1,/
Cn1c(CNC(=O)OC(C)(C)C)n[nH]c1=S,-6,0,0,4,2,-1,9
Cc1c(O)c(C)c2c(c1O)C(=O)C[C@@H](c1ccccc1)O2,/,-1,7,9,-2,-1,-6
COc1ccc2[nH]c(C(=O)N3CCCN(Cc4ccc(F)cc4)CC3)cc2c1,/,-2,/,/,0,-2,/
Cc1c(C#N)c2ccccc2n1CC(=O)N1CCCC1,-2,-7,-10,6,/,/,4
CC(=O)N(C[C@H]1N[C@H](CO)[C@H]1c1ccc(-c2ccc(F)cc2)cc1)C(C)C,-7[16.7 µM],1,3,-3,-6,-1,1
Cc1cc2c(OCC(O)CN3CCCC3)cccc2[nH]1 (configuration not stated),-6,7,4,4,0,-1,1
CCOc1cccc(C(=O)Nc2cccc(-c3nnc(-c4ccccc4)o3)c2)c1,-3,0,-81,43*,1,0,1
CCCC(=O)Nc1ccc(NC(=O)Cc2ccccc2)cn1,-5,-3,/,/,/,/,-1
CC1C(Br)C(=O)NC(=O)N1Cc1ccccc1 (configuration not stated),/,17,/,/,2,-3,/
